MC4R antagonist: human MC4R antagonism in cAMP assay. P32245. inhibition, % at 6.5 µM. MC4R-expressing cells, MTII-stimulated cAMP, LANCE TR-FRET. 360,000 tested, 0.48% active;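 active means inhibition above its plate's cutoff, the mean of tested wells on that plate plus 3 SD, cut at about 29% in these data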;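 further: 0% = Melanotan II alone and 100% = Melanotan II plus saturating MCL0020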
Target sequence (P32245 whole entry, looked up): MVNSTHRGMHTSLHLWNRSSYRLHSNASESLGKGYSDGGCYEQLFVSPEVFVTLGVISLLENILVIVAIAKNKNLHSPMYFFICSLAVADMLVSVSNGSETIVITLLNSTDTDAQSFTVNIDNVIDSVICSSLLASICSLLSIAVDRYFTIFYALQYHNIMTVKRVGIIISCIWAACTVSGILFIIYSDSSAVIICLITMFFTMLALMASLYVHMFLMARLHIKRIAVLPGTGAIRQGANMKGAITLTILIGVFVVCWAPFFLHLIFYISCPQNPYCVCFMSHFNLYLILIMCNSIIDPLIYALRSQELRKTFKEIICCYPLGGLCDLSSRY
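Assay system: U2OS-MC4R stable cell line; Also added: Melanotan II; Technique: Eu-cAMP/anti-cAMP TR-FRET, emission 671 nm; Times: 30-min compound, 1-h challenge, 1-h detection, room temperature.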
MC4R barr agon: human MC4R agonism via beta-arrestin | activation, % at 8.9 µM | AID 540308 | P32245 | 360,000 tested, 0.98% active | U2OS MC4R beta-arrestin complementation, luminescence; percent of melanotan II response, DMSO zero;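 active means activation above a per-plate cutoff, the mean activation of sample wells on that plate plus 3 SD, cut at about 8% in these data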
Cardio protect: myocardial damage modulation in H9c2 cells; H9c2 cardiomyocytes, H2O2 injury protection, ATPLite, 2 h; protection from H2O2 cell death, % at 20 µM; 360,000 tested, 0.63% active; AID 588492;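 active means compounds giving at least 50% protection of heart cells from peroxide-induced death in the single-dose screen, raw or plate-pattern-corrected value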;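 further: 0% = DMSO wells with peroxide and 100% = DMSO wells without peroxide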
N-glyco inh: N-linked glycosylation inhibition | reporter increase, % at 12.5 µM | D54 ERlucT glycosylation luciferase reporter, 24 h; percent of 100 nM tunicamycin response | AID 588692 | 360,000 tested, 0.23% active;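 active means mean luciferase reporter signal, scaled so untreated is 0 and the glycosylation-blocking control 100, at or above a set limit in every replicate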;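 further: luciferase carries N-glycosylation sites so blocking glycosylation raises the light; 0% = median of neutral control wells and 100% = median of 100 nM tunicamycin wells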
aDG glyco up: increases alpha dystroglycan glycosylation; 360,000 tested, 0.22% active; activation, % at 10 µM; Pro5-aDG cells, alpha-DG glycosylation AlphaScreen (IIH6); 0% Pro5, 100% B10-LARGE cell signal;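 active means activation of at least 8% versus controls, or a plate z-score of at least 8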;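 further: Pro5 are CHO cells carrying HIG-tagged alpha-DG that lacks glycosylation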
CaV13 FRET inh: Primary screen for inhibitors of IQ motif and Ca2+-dependent inactivation inhibitor domain binding in CACNA1D, Förster resonance energy transfer in living cells, … | HEK cells, CFP/YFP FRET ICDI-IQ, plate reader, 10 min; percent FRET-ratio fall versus neutral wells | inhibition, % at 12.3 µM | AID 743397 | 340,000 tested, 0.098% active;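 active means mean replicate inhibition of at least 30% and at least 1% of replicates passing that level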;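 further: 0% = median of the neutral control wells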
ABCB6 inh 2: human ABCB6 transporter inhibition | Q9NP58 | K562-ABCB6 porphyrin accumulation, flow cytometry, 1 h; hits give low values | fluorescence ratio to DMSO, % at 10 µM | 360,000 tested, 0.19% active | AID 602162;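 active means fluorescence ratio to DMSO below 75%, the collection mean minus 3 SD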;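 further: signal is porphyrin accumulated inside mitochondria; 100% equals median channel fluorescence of DMSO control wells; lower ratio means ABCB6 inhibition with less porphyrin fluorescence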
PDI turbidity: PDI (human) enzyme inhibition; 350,000 tested, 0.052% active; PDI insulin aggregation turbidity, A650, 90 min; P07237; inhibition, % at 10 µM; AID 588391;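 active means mean inhibition across replicates of 30% or more, whatever share of single replicates reach that level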;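 further: absorbance from insulin aggregation driven by PDI reduction with DTT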
m5-HT2A agonist: agonists of mouse serotonin 5-HT2A receptor (HTR2A); 360,000 tested, 0.66% active; AID 624169; activation, % at 7.6 µM; CHO-K1 mHTR2A beta-arrestin complementation, luminescence; percent of 30 µM serotonin response; P35363;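 active means activation above a run cutoff, the mean activation of all tested compounds plus 3 SD, cut at about 14% in these data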;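 further: 0% = plate median of compound wells and 100% = 30 µM serotonin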
Target sequence (P35363 whole entry, looked up): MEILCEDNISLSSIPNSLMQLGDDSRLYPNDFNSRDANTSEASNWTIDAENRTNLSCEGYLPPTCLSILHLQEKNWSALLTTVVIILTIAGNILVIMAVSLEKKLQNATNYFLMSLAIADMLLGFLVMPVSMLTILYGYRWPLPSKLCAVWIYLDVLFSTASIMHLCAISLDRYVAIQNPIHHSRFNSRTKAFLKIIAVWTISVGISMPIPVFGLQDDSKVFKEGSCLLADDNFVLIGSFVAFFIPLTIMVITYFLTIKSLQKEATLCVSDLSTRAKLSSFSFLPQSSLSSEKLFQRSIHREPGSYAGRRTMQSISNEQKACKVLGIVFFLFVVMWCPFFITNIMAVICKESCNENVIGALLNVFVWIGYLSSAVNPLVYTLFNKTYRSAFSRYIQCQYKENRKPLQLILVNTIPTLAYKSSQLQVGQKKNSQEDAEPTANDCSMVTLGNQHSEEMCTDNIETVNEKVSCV
Vif imaging: blocks HIV Vif function; HEK293T cells, Vif self-association by quenched fluorescence, imaging, 24 h; inhibition, % at 7.49 µM; 340,000 tested, 0.35% active; AID 602346; in the data active means inhibition above about 50%, passing the limit was not always enough; further: some results filed as inactive read as strong as hits
* marks the source's active call; other numbers are inactive results; · = not tested or not shown.

SMILES	MC4R antagonist	MC4R barr agon	Cardio protect	N-glyco inh	aDG glyco up	CaV13 FRET inh	ABCB6 inh 2	PDI turbidity	m5-HT2A agonist	Vif imaging
CCc1nccn1-c1cc(C(C)(C)C)nc2c(-c3ccc(Cl)cc3)cnn12	16	0.1	3	-3	0.1	-14	103	4	1	-1
CN(C)CCCN(C(=O)COc1ccc(Cl)cc1)c1nc2cc3c(cc2s1)OCO3	-5	4.3	-16	-6	0.2	-2	98	-7	-11	-13
c1nnnn1C12CC3CC(CC(C3)C1)C2	6	1.4	7	2	0.3	·	100	0	0	-12
CCOc1cccc(/C=N/NC(=O)c2cc(C3CC3)[nH]n2)c1O	-6	-2.4	47	-9	2.0	-7	98	-2	2	-14
CCOC(=O)c1[nH]c(C(=O)O)c(CCN(CC)CC)c1C	2	0.0	2	1	0.1	-10	98	-8	0	21
CC1CCN(C(=O)CCNS(=O)(=O)c2ccccc2)CC1	1	-0.8	1	1	-0.1	-5	91	11	1	1
Cc1ccc(C)n1-c1ccc(-c2ccnc(N)n2)cc1	15	0.7	4	5	-0.2	5	109	5	8	4
O=C(Cc1coc2cc(O)ccc12)NNC(=O)c1ccc(Br)s1	3	-3.7	-3	1	0.1	-6	95	6	-2	2
COc1ccccc1C(=O)N/N=C(\C)CC(=O)Nc1ccccc1NC(C)=O	-6	-1.4	0	1	0.0	-5	81	3	-2	-16
Cc1noc(C)c1C(=O)Nc1ccccc1N1CCOCC1	5	-0.6	-3	0	-0.3	-6	93	-3	-2	5
O=C(CCNC(=O)c1ccccc1Cl)NCc1ccco1	7	0.4	19	-1	0.1	-2	96	10	-6	-5
Cc1nn(C)c(C)c1CN(C)S(=O)(=O)c1ccc(F)cc1	6	-1.1	-15	0	0.5	·	82	-4	0	·
N#CC1CC(c2ccccc2)Nc2cc(Cl)ccc2N1 (centres undefined)	-16	0.3	-7	6	0.0	-20	96	-1	-3	-4
COc1ccc(NC(=O)COC(=O)CCNC(=O)c2ccco2)cc1Cl	-1	0.4	-6	0	-0.1	-5	98	-12	1	3
COCCNC(=O)c1ccc(CS(=O)(=O)c2ccc(OC)cc2)o1	1	-1.7	1	0	-0.2	3	95	·	-4	-2
O=C(N/N=C/c1ccc[nH]1)c1cccc(Br)c1	5	-1.4	17	0	-0.2	-6	98	-4	-3	2
COC(=O)c1sc(NC(=O)C2c3ccccc3Oc3ccccc32)c(C(=O)OC)c1C	6	-1.5	-19	-2	2.6	-4	101	-3	2	1
CNC(=S)N1CCc2cc(OC)c(OC)cc2C1COc1ccc(F)cc1 (centres undefined)	-1	-1.0	6	2	0.2	7	98	-3	-1	8
CS(=O)(=O)N(Cc1nnc(-c2cccs2)o1)c1ccc(Cl)cc1F	6	-1.2	-5	-1	0.5	-5	83	-10	4	0
CC(C)C[C@H](NC(=O)OC(C)(C)C)c1n[nH]c(=S)n1N	0	-0.6	1	2	0.0	-5	100	14	0	9
CN1C(=O)C(O)(C2COC(C)(C)CC2=O)c2cc(Br)ccc21 (centres undefined)	0	-1.0	-6	5	1.4	-3	89	-9	3	11
CC(C)CN1CCC(Oc2cccc(C(=O)NCCc3ccccc3)c2)CC1	-1	-2.3	3	·	-0.2	-6	104	-11	-1	·
COc1ccc(N=Nc2c(C)n[nH]c2C)cc1	0	0.9	-1	0	-0.1	-4	95	-7	7	13
CN(C)S(=O)(=O)c1ccc(C(=O)OCc2ccc(C#N)cc2)cc1	8	-0.8	4	-1	-0.3	·	98	9	2	8
CN1CCN(C(=O)c2ccc3c(c2)NC(=O)C(N2CCOCC2)S3)CC1 (centres undefined)	11	-1.7	12	0	-0.1	·	94	-3	0	-9
Cc1[nH]c2ccccc2c1SCc1nnc(SCc2ccccc2)n1C	8	3.5	-2	-3	0.0	-21	96	-1	3	6
Cc1ccc(S(=O)(=O)NCc2ccc3c(c2)cc(C)n3C)cc1	5	0.1	0	-2	-0.3	-3	126	·	3	·
CCc1ccc(S(=O)(=O)Nc2cccc(C3OCCCO3)c2)cc1	16	-0.3	-11	-2	1.5	-4	97	-1	0	5
CCCCn1c(N)c(N(CC)C(=O)CCc2ccccc2)c(=O)[nH]c1=O	7	-0.2	16	1	-0.3	-8	94	-14	-1	-5
Cc1c(C(=O)Oc2cc(N)n(S(C)(=O)=O)n2)cccc1[N+](=O)[O-]	4	-0.6	5	1	0.1	-6	96	4	-7	2
COc1cccc(N/C=C/C(=O)c2ccc(Br)cc2)c1	1	-1.0	-22	-9	0.4	·	94	-4	-6	·
Fc1ccc(N2CCN(Cc3cnc(Oc4ccc(Br)cc4)s3)CC2)cc1	-1	-1.8	-12	-2	0.1	-4	139	-3	-2	1
O=C(NCC(F)(F)F)Nc1ccccn1	-1	-0.3	2	-1	1.9	-9	97	-5	0	4
CCOC(=O)c1c(C)[nH]c(C)c1C(=O)COC(=O)c1cccnc1SC	-3	-0.1	5	2	-0.3	-2	97	20	6	5
c1ccc(NCc2cccnc2)cc1	-3	-1.9	5	2	0.5	·	116	-2	-3	-8
O=C(Nc1ccc2c(c1)Cc1ccccc1-2)c1ccccc1F	6	11*	-4	-12	0.0	-22	97	-4	1	-4

Two of the compounds above, in markdown:
| molecule | MC4R antagonist | MC4R barr agon | Cardio protect | N-glyco inh | aDG glyco up | CaV13 FRET inh | ABCB6 inh 2 | PDI turbidity | m5-HT2A agonist | Vif imaging |
| --- | --- | --- | --- | --- | --- | --- | --- | --- | --- | --- |
| CCc1nccn1-c1cc(C(C)(C)C)nc2c(-c3ccc(Cl)cc3)cnn12 | 16 | 0.1 | 3 | -3 | 0.1 | -14 | 103 | 4 | 1 | -1 |
| CN(C)CCCN(C(=O)COc1ccc(Cl)cc1)c1nc2cc3c(cc2s1)OCO3 | -5 | 4.3 | -16 | -6 | 0.2 | -2 | 98 | -7 | -11 | -13 |

Following part:
SMILES	MC4R antagonist	MC4R barr agon	Cardio protect	N-glyco inh	aDG glyco up	CaV13 FRET inh	ABCB6 inh 2	PDI turbidity	m5-HT2A agonist	Vif imaging
CC(C)Nc1nnc(SCC(=O)NCc2ccc3c(c2)OCO3)s1	11	-3.2	2	-1	-0.2	-4	100	2	1	1
CC(Sc1ccccc1)C(=O)NCC(c1ccco1)N1CCCCC1 (centres undefined)	-5	-2.8	-1	-1	0.1	-4	100	2	-14	1
O=C(c1ccccc1Br)N1CCCC(c2nc(-c3cccs3)no2)C1 (centres undefined)	7	-3.0	-24	-3	1.2	-5	89	1	-3	-13
O=C(Nc1cc2c(cc1Cl)OCCCO2)c1ccc(F)cc1	-4	-0.5	-2	-1	0.0	-1	88	-10	-2	5
COc1ccc(CCNC(=S)N2CCC(C(N)=O)CC2)cc1	9	-2.2	0	0	0.2	-5	99	-4	2	·
CCn1c(NCc2ccccn2)nc2ccccc21	1	-1.2	-1	1	-0.1	-6	96	12	4	3
NS(=O)(=O)c1cccc(NC(=O)COC(=O)Cn2cc(C(F)(F)F)ccc2=O)c1	-4	-2.1	0	0	-0.2	-6	94	12	3	-9
CC(=O)N1CCN(CCN=CC2=C(O)CC(C)(C)CC2=O)CC1	18	-1.6	2	2	0.0	-8	95	-2	-1	11
CCCCn1c(N)c(N(CC(C)C)C(=O)c2ccncc2)c(=O)[nH]c1=O	-3	-1.7	4	0	0.1	-6	93	2	2	-11
Cc1ccccc1CN1CCN(S(C)(=O)=O)CC1	2	-1.6	-2	1	0.1	-7	78	3	-1	8
O=C(CNC(=O)c1ccc(Cl)c([N+](=O)[O-])c1)OCN1C(=O)c2ccccc2C1=O	25	-0.9	-1	0	-0.1	-12	95	5	-1	-7
c1ccc(Cn2nnc(CNc3ccccc3)c2-c2c(CNc3ccccc3)nnn2Cc2ccccc2)cc1	9	2.0	0	-4	0.7	·	97	7	1	2
CC(=O)c1cccc(NC(=O)c2cccc3ccccc23)c1	6	-3.2	0	3	-0.2	-16	94	0	-1	27
CC1CCN(c2c(NCc3ccc(C(=O)N4CCc5ccccc54)cc3)c(=O)c2=O)CC1	-16	-1.0	-3	8	-0.1	-6	104	-1	8	22
CCc1ccc(CNc2ccc(O)cc2)cc1	-2	-0.6	-14	10	1.8	·	105	12	-2	0
Cc1ccc(S(=O)(=O)NNC(=O)c2c(O)c3ccccc3[nH]c2=O)cc1	5	-0.3	0	-1	1.1	-3	98	5	1	·
O=C(CSc1cn(CCNC(=O)c2cccs2)c2ccccc12)NC1CCCC1	9	1.4	-8	-6	0.1	-3	87	·	1	1
COc1ccc(NC(=O)C[C@H]2C(=O)N(C3CCCCC3)C[C@@H]2c2ccccc2)cc1	3	-0.2	0	0	-0.1	-1	98	-2	-5	·
CCOC(=O)c1oc2cc(OCC(N)=O)ccc2c(=O)c1-c1ccc(OC)c(OC)c1	4	-2.9	10	2	0.1	-9	98	6	-2	11
COc1ccccc1N1CCN(Cc2cn[nH]c2-c2ccc(F)cc2)CC1	19	5.6	-7	-2	-0.1	-5	102	5	-3	-2
Cc1cc(Br)ccc1SCC(=O)OCC(=O)N1CCN(C(=O)c2ccco2)CC1	3	-2.6	-5	0	0.0	·	94	0	-3	-49
CCN(CC1COc2ccccc2O1)C(=O)c1ccc(Cl)c(S(=O)(=O)N2CC(C)OC(C)C2)c1 (centres undefined)	2	-3.2	-2	-1	0.3	-4	99	-2	-1	-8
CCn1cc(C(=O)O)c(=O)c2cc(F)c(N3CCN(C(=S)Nc4ccccc4OC)CC3)cc21	9	1.2	6	3	-0.1	0	99	1	7	11
CS(=O)(=O)Nc1cccc(C(=O)CC2(O)C(=O)Nc3ccc(Br)cc32)c1 (centres undefined)	-2	-1.0	3	1	1.5	-6	98	-7	5	7
COc1cc(/C=C(\C#N)C(N)=O)ccc1OS(=O)(=O)c1ccc(C)cc1	-14	-2.4	23	6	0.1	-5	110	-6	-1	-14
CC(C)(C)c1ccc(-c2nnc3sc(-c4ccccn4)nn23)cc1	1	5.3	4	-3	0.2	-10	107	·	-5	-4
Cc1ccc(S(=O)(=O)N2CC3=C(C2)C2CC2(C)C3)cc1 (centres undefined)	·	·	·	·	0.0	-7	125	·	-4	·
N#CC[C@H](Cc1ccccc1)N1CCN(Cc2ccccc2)CCC1=O	5	0.1	8	0	-0.1	-6	97	-1	-1	-4
CCc1cc(=O)[nH]c(SCC(=O)N2CCCC2)n1	8	-0.9	8	2	-0.2	-6	99	-4	0	-8
COc1cccc(C(=O)N2CCC[C@H]2C(=O)N2CCC[C@H]2C(=O)N[C@@H](C)c2ccccc2)c1	·	·	·	·	0.0	-6	93	·	0	·
Cn1c(SCc2ccc(Br)cc2)nc2ccccc2c1=O	1	-1.2	-12	-6	0.8	-5	100	-2	12	-3
CCN(CC)C(=N)/C(C#N)=N/Nc1ccc(C)cc1	-20	-1.7	-2	-4	-0.1	-5	113	-2	-3	-5
CC(OC(=O)c1nsc(Cl)c1Cl)C(=O)NC1CCCCC1 (centres undefined)	5	-0.8	-4	2	-0.2	-3	95	-1	8	3
CC(/C=N/n1c(-c2cc(C)[nH]n2)n[nH]c1=S)=C\c1ccco1	10	0.0	0	3	0.0	-5	101	11	-1	-4
CCCNS(=O)(=O)c1ccc(OCC(=O)NCc2ccco2)cc1	7	-2.2	3	-2	-0.1	-3	97	3	-2	18

Screening results deposited in PubChem BioAssay by several laboratories.
